Screens as filed in PubChem BioAssay.
NCI-60 one-dose screen, 48 h, at 10 µM unless noted. Numbers give growth in % (100 = growth as untreated, 0 = no growth, -100 = all killed).
SN12C: SN12C renal cancer cells; 81,000 tested, 3.8% active
RXF 393: RXF 393 renal cancer cells. 77,000 tested, 6.9% active
UO-31: UO-31 renal cancer | 81,000 tested, 5.2% active | AID 1794768
ACHN: ACHN renal cancer; 81,000 tested, 4.9% active
786-0: 786-0 renal cancer cells. 81,000 tested, 5.1% active. AID 1794775
SK-OV-3: SK-OV-3 ovarian cancer cells; 80,000 tested, 3.2% active; AID 1794785
TK-10: TK-10 renal cancer cells; 81,000 tested, 3.9% active
IGROV1: IGROV1 ovarian cancer. 79,000 tested, 4.7% active. AID 1794786
An asterisk follows results filed as active; . = no result given; [ ] = remark or other dose. How the source made its calls: active means growth percent below 10; inactive means the rest.

Values in the order: SN12C	RXF 393	UO-31	ACHN	786-0	SK-OV-3	TK-10	IGROV1
COc1ccc(/C=C(\C(=O)NCc2cccnc2)S(=O)(=O)c2ccccc2)cc1OC
  11	15	39	53	21	81	46	20
NC(=O)CN(CC(N)=O)CC(N)=O
  103	104	87	108	99	112	101	101
COc1cc(/C=C/c2cc(/C=C/c3ccc(O)c(OC)c3)n(-c3ccc(C(F)(F)F)cc3)c(=O)n2)ccc1O
  89	96	84	97	92	89	115	110
Cn1ccnc1C(=O)/C=C/c1ccc(NC(=O)c2ccc(S(F)(F)(F)(F)F)cc2)cc1
  64	.	59	67	77	91	93	69
Cc1cc(=O)n(C(=O)Nc2ccccc2)c2cc(O)ccc12
  102	106	77	100	106	98	17	98
NC(=O)NN=C1CCCCC1
  102	123	94	110	108	102	86	106
COc1cc(-c2nc3ccc(C)cc3n2CC(=O)Nc2nc3ccc(OC(F)(F)F)cc3s2)cc(OC)c1OC
  98	93	60	87	90	79	140	60
N#Cc1c(-c2cccc(Br)c2)n2c(nc1=O)SC(=O)C2
  101	116	91	93	94	101	.	108
Cc1c2ccccc2c(C)c2c1cc(Br)c1ccccc12
  87	111	90	94	106	101	122	70
O=C1c2cccc3cccc(c23)C(=O)N1CNc1ccc(Cl)cc1
  103	103	75	77	92	95	89	90
CN1CCN(c2ccc3nc(/N=C/c4ccc5sc(-c6ccc([N+](=O)[O-])cc6)nc5c4)sc3c2)CC1
  104	129	92	108	101	.	101	114
Cc1nn(-c2ccccc2)c(N)c1N=C1NC(=O)/C(=C/c2ccc(Cl)cc2)S1
  86	109	73	87	95	88	104	104
C=CCn1c(SCC(=O)Nc2ccc(/C(C)=N/O)cc2)nnc1-c1cc(-c2ccc(S(N)(=O)=O)cc2)nc2ccccc12
  78	94	75	97	85	109	121	31
COC(=O)[C@]1(C)CCC[C@]2(C)[C@H]3C[C@H]4C(C(C)C)=C[C@]3(CC[C@H]21)[C@@H]1C(=O)CC[C@H](OCCC#N)[C@@H]14
  93	55	71	88	81	109	95	67
O=[N+]([O-])c1cccc(-c2nc3sccn3c2-c2ccnc(NCCCNS(=O)(=O)c3cccc(F)c3)n2)c1
  19	52	-12*	6.4*	43	45	53	3.2*
C=C(C)CNC(C)=S
  95	107	96	.	96	96	94	109
O=C(Cn1cc(CSc2nc3ccccc3o2)nn1)Nc1ccccc1O
  98	114	64	102	105	79	131	105
Clc1ccc(SCNc2cccc(Cl)c2)cc1
  45	103	41	83	85	102	104	64
Cc1nnsc1-c1n[nH]c(=S)n1N
  98	.	99	108	.	99	87	117
CCOc1nc(OCC)c2cnn(C)c2n1
  100	.	101	101	108	109	109	.

Next part
Values in the order: SN12C	RXF 393	UO-31	ACHN	786-0	SK-OV-3	TK-10	IGROV1
C[C@@H]1CN(Cc2ccc(F)cc2)[C@@H](C)CN1C(=O)c1cc2c(C(=O)C(=O)N(C)C)cn(C)c2cc1Cl
  89	101	68	93	96	82	78	98
O=C(N/N=C/c1ccc(O)cc1O)c1cccnc1
  57	.	22	30	38	47	39	44
COC(=O)CCCCCCCCCCBr
  107	98	86	115	107	108	101	105
O=S(=O)(O)c1cc(O)c2c(S(=O)(=O)O)cccc2c1
  250	113	59	112	103	104	129	155
COc1ccc(-c2nc(SCC(=O)NCCc3ccc(S(N)(=O)=O)cc3)[nH]c(=O)c2C#N)cc1
  101	113	94	98	98	100	101	102
CC(c1ccccc1)n1ccnc1CO (centres undefined)
  102	101	95	103	105	97	88	94
COc1cccc(Cn2c(Oc3ccccc3)nc3c2c(=O)n(C)c(=O)n3C)c1
  97	111	80	94	91	103	88	99
CCN(CC)c1ccc(C2=NN(C(C)=O)C(c3cc(OC)c(OC)c(OC)c3)C2)cc1 (centres undefined)
  39	-44*	-19*	40	24	32	40	-45*
COc1ccc2[nH]c(=O)c(CNc3ccc(Nc4nccc(-c5ccc(Cl)cc5)n4)cc3)cc2c1
  87	101	64	90	98	118	102	89
COc1ccc(O)c(/C(=C/C(=O)O)c2nc(-c3ccccc3)c(-c3ccccc3)[nH]2)c1
  93	109	47	78	83	84	93	80
CSc1ccc(N=Cc2ccccc2O)cc1
  100	98	75	91	90	110	93	99
Nc1nc(=O)c2ccccc2c(=O)[nH]1
  100	109	90	103	105	101	101	101
CN1CCCN(C(c2ccccc2)c2ccc(Br)cc2)CC1 (centres undefined)
  65	.	61	51	79	81	61	79
COc1ccc(C(=O)COc2ccc(/C=C3/Oc4cc(OC)ccc4C3=O)cc2)cc1
  103	107	92	103	139	118	129	.
CCCCC(CC)CCC(CC(C)C)NC(=S)NC(CCC(CC)CCCC)CC(C)C (centres undefined)
  75	92	85	90	94	100	100	96
CC1=CC(C)(C)NC(=S)N1c1ccc(N(C)C)cc1
  100	114	95	104	108	110	105	126
O=C(c1ccccc1)c1ccc([N+](=O)[O-])cc1
  93	106	80	97	95	104	113	122
COc1ccc(C(=O)CCC(=O)O)cc1F
  100	108	97	104	.	.	101	107
CSC(=NCCCCN=C(NS(=O)(=O)c1ccc(Cl)cc1)SC)NS(=O)(=O)c1ccc(Cl)cc1
  91	97	82	110	103	105	94	97
NC(N)=N/N=C/c1ccc(Br)cc1
  62	71	47	45	-38*	-19*	14	19

Looked up above:
`CN1CCCN(C(c2ccccc2)c2ccc(Br)cc2)CC1` (centres undefined) in IGROV1 is entered as 79
`CC1=CC(C)(C)NC(=S)N1c1ccc(N(C)C)cc1` in TK-10 is entered as 105

Going on with the list:
Values in the order: SN12C	RXF 393	UO-31	ACHN	786-0	SK-OV-3	TK-10	IGROV1
CCCCC(C(C)=O)C(=O)CC (centres undefined)
  95	106	102	106	94	105	100	113
COc1ccc(Cn2cc3c(c2-c2ccccc2)CCc2cnoc2-3)cc1OC
  49	13	35	58	40	8.4*	70	38
CCOC(=O)CCCN1C/C(=C\c2ccc(OC)cc2)C(=O)c2ccccc21
  88	97	78	108	97	89	92	99
COc1ccc(C(=O)CSc2nc(-c3cnccn3)cc(-c3cccs3)c2C#N)cc1
  86	58	62	89	86	89	98	78
CCCCOCCOC(=O)C1OC1(C)c1ccccc1 (centres undefined)
  97	104	95	109	113	106	116	103
NS(=O)(=O)c1ccc(N2C(=O)/C(=C/c3ccc(F)cc3)N=C2c2ccccc2)cc1
  101	86	88	99	78	108	94	107
CN(C)CCCn1c(=O)c2cc([N+](=O)[O-])ccc2c2cnc3[nH]ccc3c21
  47	56	33	28	7.2*	64	50	55
OCCNc1nc(O)c(/C=C2\C=Nc3ccccc32)s1
  85	115	69	93	96	81	105	61
O=C1c2ccccc2C(=O)N1CN1CCN(c2cc(=O)[nH]c3ccc(F)cc23)CC1
  99	112	98	105	99	106	103	105
COc1ccc(C(=O)c2cc(S(=O)(=O)O)c(OC)cc2O)c(O)c1
  111	140	82	113	103	99	106	104
CC(CCCCCCCCC(=O)CCCCCCCCCC(O)COC1OC(CO)C(O)C(O)C1O)/C(O)=C1\C(=O)NC(Cc2ccc(O)cc2)C1=O (centres undefined)
  98	113	93	107	104	83	99	106
CN(C)C(=N)OCc1ccccc1
  105	120	97	101	103	.	108	122
CC(C)C1=CC2=C(C=O)C[C@@H]3[C@](C)(CCC[C@@]3(C)C(=O)OCC#CCN3CCCC3)[C@H]2CC1
  84	73	62	97	75	82	94	75
CCOC(=O)c1ccc(NC(=O)CS(=O)(=O)c2ccccc2)cc1
  103	116	100	100	100	105	100	101
O=C(NO)c1ccc(Nc2c(C3CCCCC3)nc3ccccn23)cc1
  86	82	80	90	90	87	99	107
CCN1C(=O)[C@@H]2[C@H](C1=O)[C@@H]1c3ccccc3C=NN1[C@H]2C(N)=O
  103	110	88	105	109	121	102	.
CN1CCc2c(sc3nc4n(-c5ccc(Cl)cc5)c(=O)[nH]n4c(=O)c23)C1
  107	118	90	106	85	97	88	91
CCCCN(CCCC)CCCCCCCCC(O)c1cc2ccccc2c2ccccc12 (centres undefined)
  65	.	52	60	67	81	79	45
Cc1ccc(-n2c(-c3cc4c([nH]c5ccccc54)c(-c4cccc(O)c4)n3)n[nH]c2=S)cc1
  .	-50*	31	33	11	-14*	25	-3.5*
O=C(Cc1c[nH]c2ccccc12)N=Nc1c(O)[nH]c2ccc(Cl)cc12
  96	96	64	94	106	.	148	86

(next part)
Values in the order: SN12C	RXF 393	UO-31	ACHN	786-0	SK-OV-3	TK-10	IGROV1
CC(=O)Nc1ccc(OC(=O)c2ccccc2O)cc1
  102	114	89	.	107	105	128	115
COC(=O)C(c1ccccc1)(c1ccccc1)c1ccccc1
  104	118	96	108	106	104	97	105
COc1ccc(-c2nc3c(c(C)nc4c3nnn4-c3cc(OC)c(OC)c(OC)c3)c(=O)o2)cc1
  102	113	84	95	105	110	115	112
COc1ccc(-c2nn(-c3ccc(Cl)cc3)cc2C2Nc3ccccc3S2)cc1 (centres undefined)
  89	106	62	97	103	113	87	108
Cc1cn2c(-c3ccc(Br)cc3)cnc2s1
  97	101	99	107	103	107	137	113
COc1ccc(/C=N/n2c(-c3cc(F)c(Cl)cc3Cl)n[nH]c2=S)cc1
  100	98	86	102	94	101	101	102
CC(=O)NCc1c(I)c(NC(C)=O)c(I)c(C(=O)O)c1I
  101	103	80	.	97	111	109	96
OCc1c(CO)c(-c2ccc(Cl)c(Cl)c2)n2c1CCC2
  96	.	91	93	94	93	84	87
CSc1nn2c(=O)c3ccccc3nc2s1
  106	110	90	102	102	94	108	108
COC(=O)C1=C(C(C)=O)C(c2cc(OC)c(OC)c(OC)c2)C(C#N)=C(N)O1 (centres undefined)
  .	117	91	103	102	101	97	102
COc1cc(/C=N/C2=NNC(C)(c3ccccc3O)N2C(C)C(=O)O)ccc1O (centres undefined)
  87	92	65	85	98	62	128	75
O=C(O)c1ccc(-n2cc(/C=N/Nc3ccc(Br)cc3)c(-c3cc4ccccc4oc3=O)n2)cc1
  99	103	59	66	101	98	117	79
Cn1nc(-c2ccccc2)c(C#N)c1Nc1ccccc1
  96	106	97	96	84	106	118	110
C/C=C/C=C(\CC)C(=O)OCC
  100	102	95	97	102	99	96	100
CC1=NN(c2cn3c(-c4ccc(Cl)cc4)csc3n2)C(=O)C1
  91	104	81	89	94	100	99	99
COc1ccccc1Oc1ccc(N=Cc2ccc(C)cc2)cc1
  94	99	81	95	106	99	106	112
O=C(Nc1cccc(Cl)c1)c1cc(N=Nc2ccc([N+](=O)[O-])cc2Cl)ccc1O
  82	30	39	82	59	93	136	23
COc1cccc2cc(C(=O)CSc3nc4ccccc4c(=O)n3-c3ccccc3)c(=O)oc12
  84	97	69	95	102	58	98	87
O=C(CSC(=S)N1CCN(c2ccccc2)CC1)Nc1nc2ccc(Cl)cc2s1
  90	110	80	105	107	102	119	90
c1cc(OCCN2CCCC2)ccc1CNc1ccc2nc(CCC3CCCCC3)[nH]c2c1
  71	42	9.5*	60	-60*	99	95	46

Other entries follow:
Values in the order: SN12C	RXF 393	UO-31	ACHN	786-0	SK-OV-3	TK-10	IGROV1
COc1ccc(NC(=O)NNc2ccc(-c3ccccc3)nn2)cc1
  100	125	92	106	96	.	97	108
NC1=NN(O)C2=CC(Br)C=CC2=N1 (centres undefined)
  96	108	81	.	94	91	75	108
Clc1ccccc1-c1nc2ccccc2[nH]1
  116	100	95	.	46	103	121	108
O=c1c2ccccc2c(=O)c2c1sc1c(=O)c3ccc(O)cc3c(=O)c12
  -88*	-84*	-52*	-77*	-53*	-92*	-95*	-24*
NC1=C(O)C(=O)C(c2ccc(C3OC(N)=C(O)C3=O)cc2)O1 (centres undefined)
  97	111	.	97	109	116	108	114
COc1cc(Cn2c(SC)nc3ccccc3c2=O)cc(OC)c1OC
  81	93	60	81	96	104	115	91
Cn1c(-c2ccccc2)c(C(C[N+](=O)[O-])c2ccco2)c2ccccc21 (centres undefined)
  82[9.25 µM]	80[9.25 µM]	78[9.25 µM]	95[9.25 µM]	91[9.25 µM]	78[9.25 µM]	107[9.25 µM]	75[9.25 µM]
C=C1CCC2C3(C)COC(c4cccs4)OC3CCC2(C)C1CC(Sc1ccccc1)C1=CCOC1=O (centres undefined)
  46	107	58	91	92	131	118	95
Cn1ccnc1C(=O)/C=C/C=C/c1ccc(C(=O)Nc2ccc(F)cc2)cc1
  1.9*	-25*	44	22	23	67	61	10
COc1ccccc1NC(=O)/C(=C/n1c(=S)[nH]c2ccccc21)C(C)=O
  108	98	86	99	104	93	115	98
N#CC1=C(N)Oc2[nH]c(=S)sc2C1c1c[nH]c2ccccc12 (centres undefined)
  93	107	70	64	109	81	145	73
Cc1ccc(C2=NN3C(C2)c2ccccc2OC3c2ccc(/C=C3\SC(=O)NC3=O)cc2)cc1 (centres undefined)
  104	107	69	109	96	90	101	88
N#CC1(c2ccc(NC(=O)c3cccnc3NCc3ccncc3)cc2)CCCC1
  75	75	75	76	88	59	85	74

Six successive compounds from above, quoted:
Values in the order: SN12C	RXF 393	UO-31	ACHN	786-0	SK-OV-3	TK-10	IGROV1
C=C1CCC2C3(C)COC(c4cccs4)OC3CCC2(C)C1CC(Sc1ccccc1)C1=CCOC1=O (centres undefined)
  46	107	58	91	92	131	118	95
Cn1ccnc1C(=O)/C=C/C=C/c1ccc(C(=O)Nc2ccc(F)cc2)cc1
  1.9*	-25*	44	22	23	67	61	10
COc1ccccc1NC(=O)/C(=C/n1c(=S)[nH]c2ccccc21)C(C)=O
  108	98	86	99	104	93	115	98
N#CC1=C(N)Oc2[nH]c(=S)sc2C1c1c[nH]c2ccccc12 (centres undefined)
  93	107	70	64	109	81	145	73
Cc1ccc(C2=NN3C(C2)c2ccccc2OC3c2ccc(/C=C3\SC(=O)NC3=O)cc2)cc1 (centres undefined)
  104	107	69	109	96	90	101	88
N#CC1(c2ccc(NC(=O)c3cccnc3NCc3ccncc3)cc2)CCCC1
  75	75	75	76	88	59	85	74
